HEK293 NOD2/NF-kB: NOD2 signaling inhibitors, cell-based, luminescence, uHTS, HEK293 (AID 1566); HEK293 NOD2/NF-kB luciferase reporter, luminescence; higher % means a stronger effect; inhibition, % at 4 µM; hits with a dose series show EC50 in µM; hit rate 0.63% among 290,000; further: many of its hits are not listed in these tables
KOR beta-arrestin-1: KOR antagonists, beta-arrestin recruitment, cell-based, luminescence, uHTS (AID 1778) | inhibition, % at 10 µM, or IC50 in µM where a hit was titrated | hit rate 0.091% among 290,000 | Kappa-type opioid receptor (Homo sapiens) | KOR beta-arrestin recruitment, luminescence, antagonist mode; higher % means a stronger effect; further: strong numbers were not always called active
PhoP inhibition: inhibitors of PhoP regulon expression, primary screen, Salmonella Typhimurium, GFP reporter (AID 1863) | hit rate 0.16% among 300,000 | one-dose inhibition, % at 50 µM; IC50 in µM for titrated hits | S. Typhimurium PhoP-regulated promoter GFP reporter, 4 h; higher % means a stronger effect;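 active means inhibition over 29.93%, a cutoff 3 SD above the screen mean, later confirmed by dose response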;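 further: 0% = low Mg2+ inducing control and 100% = high Mg2+ repressing control; strong numbers were not always called active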
HIV fusion peptide: inhibitors of HIV fusion peptide binding, primary screen, biochemical, uHTS, fluorescence dequenching (AID 1986); cell-free peptide binding, fluorescence dequenching, 30 min; higher % means a stronger effect; inhibition, % at 20 µM, or IC50 in µM where a hit was titrated; hit rate 0.3% among 290,000; in the data active means inhibition mostly above about 52%, no sharp cut-off; inactive means mostly below about 76%; further: some results filed as inactive read as strong as hits
KOR beta-arrestin-2: KOR agonists, beta-arrestin recruitment, primary screen, cell-based, luminescence, uHTS (AID 1777). Kappa-type opioid receptor (Homo sapiens). KOR beta-arrestin recruitment, luminescence; higher % means a stronger effect. activation, % at 10 µM, or EC50 in µM where a hit was titrated. hit rate 0.02% among 280,000; in the data active means activation above about 50%, passing the limit was not always enough; further: a part of the inactive calls stands beside numbers as strong as those of hits
Myeloid diff MLP: induction of myeloid progenitor differentiation, primary screen, cell-based, flow cytometry, MLPCN library. AID 624256, 2012. calls only at 10 µM. ER-HoxA9 myeloid progenitors, lysozyme-GFP differentiation. hit rate 1% among 360,000;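 active means normalized GFP-positive differentiation at or above the plate's own cutoff, the solvent-only control mean plus 3 SD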;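 further: cells exposed to compound for four days before flow analysis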
SIAH1 antagonists: Siah-1 peptide-binding antagonists, primary screen, biochemical, fluorescence polarization, rhodamine-plectin, uHTS (AID 1817) | Siah-1 / rhodamine-plectin peptide fluorescence polarization; higher % means a stronger effect | displacement, % at 20 µM; hits with a dose series show IC50 in µM | E3 ubiquitin-protein ligase SIAH1 (Homo sapiens) | hit rate 0.02% among 290,000;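 active means displacement of at least 50% at 20 µM, with a fluorescence ratio check between 0.3 and a set limit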;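 further: plate controls were Siah plus tracer with DMSO for no effect and tracer alone without Siah for full effect; strong numbers were not always called active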
LYP inhibition: inhibitors of LYP phosphatase, biochemical, fluorescence intensity, uHTS (AID 1779); Tyrosine-protein phosphatase non-receptor type 22 (Homo sapiens); inhibition, % at 11.5 µM, or IC50 in µM where a hit was titrated; hit rate 0.054% among 290,000; recombinant LYP phosphatase, fluorescence intensity; higher % means a stronger effect;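 further: plate controls were vehicle with enzyme for no effect and no enzyme for full effect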
NOD1 inhibition: NOD1 signaling inhibitors, primary screen, cell-based, luminescence, uHTS (AID 1578) | hit rate 1% among 290,000 | inhibition, % at 4 µM; hits with a dose series show EC50 in µM | NOD1-driven NF-kB luciferase reporter cells, luminescence; higher % means a stronger effect; in the data active means inhibition mostly above about 36%, no sharp cut-off; inactive means mostly below about 34%;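 further: HEK-293T reporter cells stimulated with the NOD1 agonist gamma-tri-DAP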
Myeloid diff MLP GFP+ MAC1+ %: also measured in Myeloid diff MLP; calls as there; GFP+ MAC1+ double positive, %; measured here: differentiation confirmed by MAC1 staining
* hit, by the source's call; [ ] = dose if it differs, or a comment. Unless noted, no stated cut-off is given here; in the data, active means inhibition above about 50%; inactive means the rest. These rows are one share of the data (hit frequency here may not be typical).

For Cc1ccc(NC(=S)N/N=C/c2cccn2Cc2ccccc2F)cc1 the results were HEK293 NOD2/NF-kB -41%, KOR beta-arrestin-1 4%, PhoP inhibition -4%, HIV fusion peptide -0.9%, KOR beta-arrestin-2 4.0%, Myeloid diff MLP inactive, SIAH1 antagonists -8%, LYP inhibition 0%, NOD1 inhibition 5% and Myeloid diff MLP GFP+ MAC1+ % 0.4.
C=CCn1c(N2CCCC2)nc2c1c(=O)[nH]c(=O)n2C was read as HEK293 NOD2/NF-kB -4%, KOR beta-arrestin-1 21%, PhoP inhibition 12%, HIV fusion peptide -3.3%, KOR beta-arrestin-2 17%, Myeloid diff MLP inactive, SIAH1 antagonists 7%, LYP inhibition -1%, NOD1 inhibition -30% and Myeloid diff MLP GFP+ MAC1+ % 6.2.
Screening CNC(=S)N(Cc1ccc(OC)cc1)Cc1cc2cccc(C)c2[nH]c1=O returned HEK293 NOD2/NF-kB 8%, KOR beta-arrestin-1 22%[20 µM], PhoP inhibition 1%, HIV fusion peptide 1.0%, Myeloid diff MLP inactive, SIAH1 antagonists 5%, LYP inhibition 0%, NOD1 inhibition -24% and Myeloid diff MLP GFP+ MAC1+ % 0.3.
S=C(Nc1ccc(Cl)cc1)Nc1cccc2cnccc12 was read as HEK293 NOD2/NF-kB -9%, KOR beta-arrestin-1 -12%, PhoP inhibition 1%, HIV fusion peptide 28%, KOR beta-arrestin-2 6.9%, Myeloid diff MLP inactive, SIAH1 antagonists 95%, LYP inhibition -2%, NOD1 inhibition -33% and Myeloid diff MLP GFP+ MAC1+ % 0.9.
Screening Fc1ccc(-c2nc3c(-c4ccc(Cl)cc4)cnn3cc2CCN2CCOCC2)cc1 returned HEK293 NOD2/NF-kB 18%, KOR beta-arrestin-1 11%, PhoP inhibition -5%, HIV fusion peptide 6.4%, KOR beta-arrestin-2 -5.5%, Myeloid diff MLP inactive, SIAH1 antagonists 16%, LYP inhibition -4%, NOD1 inhibition -13% and Myeloid diff MLP GFP+ MAC1+ % 0.3.
`Cc1cc(N)n(-c2nc(-c3cccnc3)nc3ccccc23)n1` gave HEK293 NOD2/NF-kB -9%, KOR beta-arrestin-1 13%, PhoP inhibition 11%, HIV fusion peptide -2.6%, KOR beta-arrestin-2 -4.1%, Myeloid diff MLP inactive, SIAH1 antagonists -6%, LYP inhibition -11%, NOD1 inhibition 18% and Myeloid diff MLP GFP+ MAC1+ % 0.9.
Screening O=C(O)COc1ccccc1/C=N/NC(=O)CN1CCN(Cc2ccccc2Cl)CC1 returned HEK293 NOD2/NF-kB 11%, KOR beta-arrestin-1 6%, PhoP inhibition -3%, HIV fusion peptide -1.2%, KOR beta-arrestin-2 -0.4%, Myeloid diff MLP inactive, SIAH1 antagonists 0%, LYP inhibition 4%, NOD1 inhibition -9% and Myeloid diff MLP GFP+ MAC1+ % 0.3.
`Cc1[nH]c(C)c(S(=O)(=O)N(Cc2ccccc2)C(C)C)c1C(=O)N1CCCC1` gave HEK293 NOD2/NF-kB -2%, KOR beta-arrestin-1 -29%, PhoP inhibition -3%, HIV fusion peptide -0.9%, KOR beta-arrestin-2 -1.3%, Myeloid diff MLP inactive, SIAH1 antagonists 0%, LYP inhibition -8%, NOD1 inhibition -17% and Myeloid diff MLP GFP+ MAC1+ % 1.1.
Screening CCOc1ccc(S(=O)(=O)Nc2ccccc2C(=O)N/N=C/c2c(OC)ccc3ccccc23)cc1 returned HEK293 NOD2/NF-kB 11%, KOR beta-arrestin-1 24%, PhoP inhibition -13%, HIV fusion peptide 10%, KOR beta-arrestin-2 -5.0%, Myeloid diff MLP inactive, SIAH1 antagonists 13%, LYP inhibition 3%, NOD1 inhibition 17% and Myeloid diff MLP GFP+ MAC1+ % 1.1.
`COc1ccc(CN2CCN(Cc3ccc(OC)c(OC)c3OC)CC2)cc1` gave HEK293 NOD2/NF-kB -30%, KOR beta-arrestin-1 7%, PhoP inhibition -1%, HIV fusion peptide 0.5%, KOR beta-arrestin-2 -2.6%, Myeloid diff MLP inactive, SIAH1 antagonists 20%, LYP inhibition -5%, NOD1 inhibition -8% and Myeloid diff MLP GFP+ MAC1+ % 0.2.
For CCOC(=O)c1c(NC(=O)CSc2nc3ccccc3c(=O)n2-c2ccc(F)cc2)sc(C(C)=O)c1C the results were HEK293 NOD2/NF-kB -19%, KOR beta-arrestin-1 16%, PhoP inhibition -2%, HIV fusion peptide -1.6%, KOR beta-arrestin-2 3.8%, Myeloid diff MLP inactive, SIAH1 antagonists -1%, LYP inhibition 2%, NOD1 inhibition -10% and Myeloid diff MLP GFP+ MAC1+ % 0.1.
`CN1Cc2c(N3CCOCC3)nc3sc(C(=O)c4ccccc4)c(N)c3c2CC1(C)C` gave HEK293 NOD2/NF-kB 5%, KOR beta-arrestin-1 18%, PhoP inhibition -6%, HIV fusion peptide -3.4%, KOR beta-arrestin-2 1.3%, Myeloid diff MLP inactive, SIAH1 antagonists -6%, LYP inhibition -5%, NOD1 inhibition 9% and Myeloid diff MLP GFP+ MAC1+ % 0.8.
For COc1ccc(CNC(=O)c2c(O)c3cccc4c3n(c2=O)CCC4)cc1OC the results were HEK293 NOD2/NF-kB 0%, KOR beta-arrestin-1 -100%, PhoP inhibition -5%, HIV fusion peptide 1.4%, KOR beta-arrestin-2 9.3%, Myeloid diff MLP inactive, SIAH1 antagonists -5%, LYP inhibition -3%, NOD1 inhibition 56% and Myeloid diff MLP GFP+ MAC1+ % 3.2.
Cc1ccc(CNC(=O)CNC(=S)N(Cc2ccccc2)Cc2cccnc2)cc1 was read as HEK293 NOD2/NF-kB 6%, KOR beta-arrestin-1 -7%, PhoP inhibition -10%, HIV fusion peptide -1.9%, KOR beta-arrestin-2 -0.9%, Myeloid diff MLP inactive, SIAH1 antagonists 15%, LYP inhibition -3%, NOD1 inhibition -18% and Myeloid diff MLP GFP+ MAC1+ % 0.2.
For CNC(C)C#Cc1ccc2sc3cccc(OC)c3c(=O)c2c1 (stereo not given) the results were HEK293 NOD2/NF-kB 0%, KOR beta-arrestin-1 -28%[20 µM], HIV fusion peptide -0.7%, KOR beta-arrestin-2 -4.8%, Myeloid diff MLP inactive, SIAH1 antagonists -1%, LYP inhibition -10%, NOD1 inhibition -19% and Myeloid diff MLP GFP+ MAC1+ % 1.5.
Screening O=C(O)c1ccccc1NC(c1ccccc1)c1ccc(Cl)cc1 (stereo not given) returned HEK293 NOD2/NF-kB 20%, KOR beta-arrestin-1 -30%, HIV fusion peptide 33%, KOR beta-arrestin-2 -2.3%, Myeloid diff MLP inactive, SIAH1 antagonists 6%, LYP inhibition -6%, NOD1 inhibition -5% and Myeloid diff MLP GFP+ MAC1+ % 0.3.
COc1ccc2[nH]c(=O)c(CN(Cc3ccco3)C(=O)c3ccccc3)cc2c1 was read as HEK293 NOD2/NF-kB 12%, KOR beta-arrestin-1 -46%, PhoP inhibition 2%, HIV fusion peptide -0.7%, Myeloid diff MLP inactive, SIAH1 antagonists -5%, LYP inhibition 0%, NOD1 inhibition -22% and Myeloid diff MLP GFP+ MAC1+ % 0.8.
CC(C)C(=O)N1CCC2(CC1)Oc1ccc(Cl)cc1C(=O)C21CC(c2ccc(Cl)cc2)=NO1 (stereo not given) was read as HEK293 NOD2/NF-kB -11%, KOR beta-arrestin-1 20%, PhoP inhibition 5%, HIV fusion peptide -0.3%, KOR beta-arrestin-2 3.4%, Myeloid diff MLP inactive, SIAH1 antagonists -3%, LYP inhibition 13%, NOD1 inhibition -4% and Myeloid diff MLP GFP+ MAC1+ % 2.1.
Screening CCOC(=O)C(C(=O)OCC)C1N=C(N)N=C2Oc3ccccc3N21 (stereo not given) returned HEK293 NOD2/NF-kB -25%, KOR beta-arrestin-1 -20%, PhoP inhibition -13%, HIV fusion peptide 0.8%, KOR beta-arrestin-2 1.8%, Myeloid diff MLP inactive, SIAH1 antagonists -10%, LYP inhibition -3%, NOD1 inhibition -31% and Myeloid diff MLP GFP+ MAC1+ % 1.8.
For COC(=O)CSc1nnc(CNc2ccc(Cl)cc2)n1Cc1ccccc1 the results were HEK293 NOD2/NF-kB -10%, KOR beta-arrestin-1 -8%, PhoP inhibition -1%, HIV fusion peptide 1.5%, KOR beta-arrestin-2 6.1%, Myeloid diff MLP inactive, SIAH1 antagonists -1%, LYP inhibition -2%, NOD1 inhibition -20% and Myeloid diff MLP GFP+ MAC1+ % 6.1.
`c1cc2c(c(NCc3ccncc3)c1)CCCC2` gave HEK293 NOD2/NF-kB -12%, KOR beta-arrestin-1 -53%, PhoP inhibition 7%, HIV fusion peptide -0.2%, KOR beta-arrestin-2 5.9%, Myeloid diff MLP inactive, SIAH1 antagonists -1%, LYP inhibition -6%, NOD1 inhibition 23% and Myeloid diff MLP GFP+ MAC1+ % 1.4.
O=C(NCC(=O)N1CCN(Cc2ccccc2)CC1)c1ccc(Cl)cc1 was read as HEK293 NOD2/NF-kB 7%, KOR beta-arrestin-1 -19%, PhoP inhibition -5%, HIV fusion peptide 3.6%, KOR beta-arrestin-2 -1.0%, Myeloid diff MLP inactive, SIAH1 antagonists -3%, LYP inhibition -7%, NOD1 inhibition -30% and Myeloid diff MLP GFP+ MAC1+ % 2.2.
For CCC(C)C(NS(=O)(=O)c1ccc(C)cc1)C(=O)N1CCOCCOCCOCC1 (stereo not given) the results were HEK293 NOD2/NF-kB -5%, KOR beta-arrestin-1 46%, PhoP inhibition -1%, HIV fusion peptide -0.4%, KOR beta-arrestin-2 -0.9%, Myeloid diff MLP inactive, SIAH1 antagonists -1%, LYP inhibition -6%, NOD1 inhibition -27% and Myeloid diff MLP GFP+ MAC1+ % 3.5.
Screening CCOCCCNC(=O)C1CC(=O)N(C2CCCC2)C1 (stereo not given) returned HEK293 NOD2/NF-kB 1%, KOR beta-arrestin-1 20%, PhoP inhibition 0%, HIV fusion peptide 1.1%, KOR beta-arrestin-2 0.2%, Myeloid diff MLP inactive, SIAH1 antagonists 0%, LYP inhibition -1%, NOD1 inhibition -6% and Myeloid diff MLP GFP+ MAC1+ % 8.5.
COc1cccc(C2=NO[C@@H]3C(=O)N(Cc4ccccc4)C(=O)[C@H]23)c1OC was read as HEK293 NOD2/NF-kB -5%, KOR beta-arrestin-1 -6%, PhoP inhibition -4%, HIV fusion peptide -4.0%, KOR beta-arrestin-2 3.4%, Myeloid diff MLP inactive, SIAH1 antagonists 1%, LYP inhibition -8%, NOD1 inhibition 6% and Myeloid diff MLP GFP+ MAC1+ % 0.6.

High-throughput results (PubChem BioAssay)
